Screens from PubChem BioAssay.
E-sel TNF inh: TNF alpha driven E-selectin expression inhibition; 120,000 tested, 0.71% active; inhibition, % at 2 µM; HUVEC TNFa-induced E-selectin immunofluorescence, high content; AID 1246;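 active = inhibition above the batch mean plus 3 SD, and confirmed as a hit on visual image review, cut at about 43% in these data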;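 note: 0% = TNF-stimulated DMSO wells and 100% = unstimulated control wells; not every result past the cut was called active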
* hit, by the source's call. The list is partial. The share of hits here may be higher or lower than overall.

E-sel TNF inh,canonical_smiles
-23,CCC(=O)Nc1sc(C(=O)Nc2ccccc2)c(C)c1C(=O)OC
-67,CCOc1ccc(C(C)NC(=S)NC2CCCCC2)cc1OCC (configuration not stated)
14,CN(Cc1ccsc1)C(=O)CCc1nnc(CCCc2ccccc2)o1
0,CCCNC(=O)COC(=O)c1ccc(N2CCCC2)c([N+](=O)[O-])c1
13,CCc1ccc(-n2c(=O)c3c(C)c(C(=O)N(C)C)sc3n(CC(=O)NCC3CCCO3)c2=O)cc1 (configuration not stated)
-15,COc1ccccc1NC(=O)NCC(=O)Nc1c(C)cccc1C
24,O=C(NC(=S)NNC(=O)c1cnccn1)c1ccc(F)cc1
-19,COC(=O)c1cn(NC(=O)Cc2ccc(OC)c(OC)c2)c(=O)c2ccccc12
19,Cn1cnnc1Sc1ccc(/C=C/C(=O)c2ccc(O)cc2)cc1[N+](=O)[O-]
-49,O=C(O)c1ccc(/C=N/NC(=O)C2CC2(c2ccccc2)c2ccccc2)cc1 (configuration not stated)
13,Cc1ccc2c(Cl)c(C(=O)Nc3nn[nH]n3)sc2c1
16,Cc1ccc([C@@H]2C[C@H]3CN(Cc4cccc(Cl)c4)C(=O)[C@]34CCCN24)o1

Shown tab-delimited: 2 of the compounds above
mol	E-sel TNF inh
O=C(O)c1ccc(/C=N/NC(=O)C2CC2(c2ccccc2)c2ccccc2)cc1 (configuration not stated)	-49
Cc1ccc2c(Cl)c(C(=O)Nc3nn[nH]n3)sc2c1	13

(next part)
E-sel TNF inh,canonical_smiles
31,CCN(C(=O)CSc1nnc(-c2ccc(Cl)cc2)n1C)C1CCS(=O)(=O)C1 (configuration not stated)
21,CC(C)=N/N=C(/c1ccc([N+](=O)[O-])cc1)C12CN3CN(CN(C3)C1)C2
14,Cc1ccc(NC(=O)c2ccccc2)cc1-n1cnnn1
26,CCC(=O)Nc1ccc(C(=O)OCc2ccccc2)cc1
24,O=C(OCc1nc2ccccc2s1)c1ccccc1O
-1,O=C(O)CCCCCNC(=O)/C=C/c1ccco1
-5,c1ccc2c3c([nH]c2c1)C1(CCCCC1)NCC3
3,CC(=O)c1c(C)[nH]c(C(=O)COC(=O)C2CC2)c1C
14,Cc1ccc(NC(=O)CCNCc2ccco2)cc1S(=O)(=O)N(C)C
-15,C=CCS(=O)(=O)N1CCCC(C(=O)c2cccc(Cl)c2)C1 (configuration not stated)
5,CCN(CC)c1ccc(C(=O)N/N=C(\C)c2cccnc2)cc1
7,CC(Sc1nc(NC(C)(C)C)nc(N(C)C)n1)C(=O)Nc1ccccc1 (configuration not stated)

The list goes on.
E-sel TNF inh,canonical_smiles
5,Cc1ccc(C(=O)NC2(C(Cl)Cl)N=C(c3ccccc3)N=C2N)cc1 (configuration not stated)
-21,Nn1c(SCC(=O)N2CCCc3ccccc32)nncc1=O
-18,O=C1Oc2ccccc2C(=O)/C1=C/N1CCN(c2ccccc2F)CC1
-38,COC(=O)c1c(C(=O)OC)c(-c2ccc(C(C)(C)C)cc2)n2c1CS(=O)C2 (configuration not stated)
-14,COCCN(Cc1cc2cc(C)ccc2nc1Cl)C(=O)Nc1ccccc1OC
-3,Cc1[nH]c2ccccc2c1C(=O)C(=O)NCCOc1ccccc1
-36,Nc1nc(-c2ccc(F)cc2)cs1
3,CC1Oc2ccccc2N(CC(=O)NCc2ccc3c(c2)OCO3)C1=O (configuration not stated)
3,O=C(Nc1ccc(Cc2ccncc2)cc1)c1ccc(S(=O)(=O)N2CCCC2)cc1
1,O=C(NN=C1CCCC1)c1ccccc1OCc1ccc(Cl)cc1
-80,CCC(=O)OCC(=O)c1cc(C)n(-c2ccc(Br)cc2)c1C
2,Cc1cc(C)c2sc(N(CCCN(C)C)C(=O)c3ccc(Br)s3)nc2c1

Next part.
E-sel TNF inh,canonical_smiles
-2,CCCCCn1c(=O)[nH]c2cc(C(=O)NCCCN(C)Cc3ccccc3)ccc2c1=O
-1,CC(C)NC(=O)c1ccc(-n2c(=S)[nH]c3ccccc3c2=O)cc1
-1,CN(C(=O)CSc1nc2cc(C(=O)O)ccc2c(=O)n1Cc1ccccc1)C1CCS(=O)(=O)C1 (configuration not stated)
-3,Nc1sc(-c2ccccc2)c(Cc2ccccc2)c1C(=O)O
-30,CC(=O)c1sc(NC(=O)CCOc2ccccc2)nc1C
16,O=C(O)Cn1cc(/C=C2/NC(=O)N(c3ccc(Cl)cc3)C2=O)c2ccccc21
13,Cc1ccc(S(=O)(=O)NNc2nnc(C)c(=O)[nH]2)cc1
-4,CCSCc1nnc(SCC(=O)Nc2cc(F)ccc2C)n1C
-19,COc1ccccc1-n1c(C)cc(/C=C2/C(=N)N3C(=NC2=O)SN=C3S(C)(=O)=O)c1C
4,O=C(Nc1cc(C(F)(F)F)ccc1Cl)c1ccncc1
-7,CCC(=O)c1ccc(N2CCN(C(=O)COc3ccccc3F)CC2)c(F)c1
16,Oc1ccc(Br)cc1/C=N/Nc1nc(N2CCCCC2)nc(N2CCOCC2)n1

(next part)
E-sel TNF inh,canonical_smiles
-18,CC(=O)c1c(C)[nH]c(C(=O)OCc2ccc(Br)cc2)c1C
-16,CCn1c(SCC(N)=O)nc2cc(S(=O)(=O)N3CCOCC3)ccc21
-1,O=C(NCC1(N2CCOCC2)CCCCC1)c1cccc(S(=O)(=O)N2CCc3ccccc3C2)c1
-8,O=C(Nc1ccccc1N1CCOCC1)c1cc(-c2ccncc2)nc2ccccc12
22,C/C(N)=C(/C#N)C(=O)COC(=O)CNS(=O)(=O)c1c(F)cccc1F
-10,Cc1ccc(N2C(SCC(=O)O)=NC(=Nc3cccc(C)c3)C23CCCC3)cc1
-21,COc1ccc2nc(Cl)c(/C=N/Nc3ccccn3)cc2c1
18,COCCCN(C(=O)c1cc2c(s1)CCC2)c1c(N)n(Cc2ccccc2)c(=O)[nH]c1=O
15,Cc1cc(C(=O)Nc2c[nH]c(=O)[nH]c2=O)ccc1[N+](=O)[O-]
-3,C=CCOc1cccc(CNc2ccc3[nH]c(=O)[nH]c3c2)c1
-12,COc1cc(/C=C/C(=O)O)cc(S(=O)(=O)NCc2ccc3c(c2)OCO3)c1OC
-5,Cc1nn(CCc2nn[nH]n2)c2nc(-c3ccc(Br)cc3)cc(C(F)(F)F)c12

New compounds follow.
E-sel TNF inh,canonical_smiles
21,Cc1ccc(S(=O)(=O)N(C)C)cc1NC(=O)c1ccccc1Br
4,O=C(CC1C(=O)NCCN1Cc1ccccc1C(F)(F)F)NCCc1ccccn1 (configuration not stated)
-12,CC1CCN(C(=O)COc2ncnc3ccccc23)CC1
31,CN1CCN(C(=O)c2ccc(Oc3ccc([N+](=O)[O-])cc3)cc2)CC1
-17,CCc1ccc(CN(C)CC(=O)Nc2ccc3c(c2)CCC3)cc1
-10,O=C(COC(=O)c1cc(=O)[nH]c2ccccc12)NC1CCCC1
-1,Cc1cccc(N2CCN(c3nc4nonc4nc3N3CCSCC3)CC2)n1
-2,O=C1C2CC=CCC2C(=O)N1c1ccc(N2CCN(c3ccccn3)CC2)c([N+](=O)[O-])c1 (configuration not stated)
-42,Cc1ccccc1NC(=O)COC(=O)CCc1ccccc1
-12,CCN1CCN(C(=S)Nc2cc(S(=O)(=O)N(CC)CC)ccc2C)CC1
2,CC(C)CC(NC(N)=O)C(=O)Nc1ccc2c(c1)OCO2 (configuration not stated)
-10,NS(=O)(=O)c1ccc(NC(=S)NC(=O)c2cccnc2)cc1

Additional entries follow:
E-sel TNF inh,canonical_smiles
20,CCc1cc(=O)[nH]c(-n2[nH]c(-c3ccccc3)cc2=O)n1
-83,C/C(=N\Nc1ncc(Cl)cc1Cl)c1cccs1
-43,NC(=O)Nc1ccc(Oc2ncc(C(F)(F)F)cc2Cl)cc1
-16,Cc1cc(S(=O)(=O)N2CCCC2)ccc1OCC(=O)N1CCC(C(N)=O)CC1
33,CCOC(=O)c1ccc(S(=O)(=O)N2CCN(C(C)=O)CC2)cc1
7,CC(/C=N/NC(=O)c1cccs1)=C\c1ccccc1
-9,CC(=O)NCCNC(=O)C1CCCCN1S(=O)(=O)c1ccccc1 (configuration not stated)
-51,CCOC(=O)c1cc(NC(=O)c2cccs2)ccc1N1CCOCC1
5,COC(=O)CSC(C)C(=O)Nc1nnc(C(C)C)s1 (configuration not stated)
-5,CCn1cnc2c1c(=O)n(CC(=O)NCc1ccccc1)c(=O)n2Cc1ccccc1
-12,CC(C)[C@H](NC(=O)c1ccco1)C(=O)OCC(=O)Nc1ccccc1OC(F)F
-6,CC(=O)N1N=C(c2ccc(NS(C)(=O)=O)cc2)CC1c1ccc2nccnc2c1 (configuration not stated)

Taken from the entries so far, 2 compounds:
E-sel TNF inh,canonical_smiles
20,CCc1cc(=O)[nH]c(-n2[nH]c(-c3ccccc3)cc2=O)n1
-83,C/C(=N\Nc1ncc(Cl)cc1Cl)c1cccs1

Next section
E-sel TNF inh,canonical_smiles
-35,Cc1noc(C)c1COC(=O)[C@@H](NC(=O)c1ccccc1)C(C)C
-21,Cn1cc(CNCc2cn[nH]c2-c2ccc(F)cc2)c(-c2ccc3c(c2)OCCO3)n1
-1,COc1cccc(-c2cc(C(F)(F)F)n3nc(C(=O)N4CCCCC4c4cccnc4)cc3n2)c1 (configuration not stated)
4,C(=N\Nc1nc2ccccc2[nH]1)/c1ccccn1
12,Cc1cccn2cc(COc3cccc([N+](=O)[O-])c3)nc12
-17,Cc1ccc(C(=O)CC(C(=O)O)n2cnc([N+](=O)[O-])n2)cc1 (configuration not stated)
-5,O=C(Cc1cccs1)NNC(=S)NC(=O)c1ccco1
31,COC(=O)Cc1sc(-c2ccccn2)nc1-c1ccccc1
-3,Cc1cccc2nc(CSc3nc4ccccc4[nH]3)cn12
-17,O=C(CSc1c2c(nc3cc(Cl)ccc13)CCCC2)NCCCN1CCOCC1
-49,Cc1noc(C)c1COC(=O)[C@@H](NC(=O)c1ccccc1Cl)C(C)C
-24,COc1cc(OC)cc(C(=O)NCC(=O)OCc2nc3ccccc3s2)c1

(list continues)
E-sel TNF inh,canonical_smiles
19,CC(=O)c1c(C)nc2ccc(Br)cc2c1-c1ccccc1
-4,COc1ccc(-c2ocnc2C(=O)N2CCN(C(c3ccccc3)c3ccccc3)CC2)cc1
-16,O=C(NCCCN1CCCC1)c1ccc2c(Cl)c3c(nc2c1)CCCC3
-49,CCOC(=O)c1c(-c2ccccc2)csc1N1C(=O)Nc2ccccc2N1O
13,Cc1cc(Cl)ccc1NC(=O)COC(=O)c1nc2nccc(C)n2n1
9,CC[C@H](C)NC(=O)CCCCCn1c(=S)[nH]c2c([nH]c3ccc(OC)cc32)c1=O
-15,N#CC(C#N)=Cc1cccn1-c1ccc(C(=O)O)cc1
-13,O=C(CSc1ccccc1C(=O)O)NCC1CCCCC1
7,Cc1cccc(C)c1NC(=O)CCCCCNS(=O)(=O)c1ccccc1
26,CN(C(=O)c1cc2ccccc2oc1=O)C1(C)CCS(=O)(=O)C1 (configuration not stated)
-3,COCCn1c(N)c(N(Cc2ccccc2)C(=O)c2oc3ccccc3c2C)c(=O)[nH]c1=O
-19,O=S1(=O)CCC(N=Cc2ccc(-c3ccc(Cl)cc3)o2)C1 (configuration not stated)

Other compounds follow.
E-sel TNF inh,canonical_smiles
-13,COc1cc(-c2nnco2)cc(OC)c1OC
-21,O=C(COC(=O)CCC(=O)c1ccc(F)cc1)Nc1ccc(F)cc1F
-24,COc1cc(/C=N/N=C2/NC(=O)C(CC(=O)O)S2)ccc1OCc1cccc(Cl)c1 (configuration not stated)
-1,COc1cc(C)nn1-c1ccc(Cl)cc1
4,Cc1cccc(C(=O)Nc2nnc(-c3cccnc3)o2)c1
-18,Fc1cccc(F)c1-n1c(CN2CCOCC2)csc1=S
1,COc1cc(/C(C)=N/NC(=O)c2ccc(CSc3nncn3C)cc2)cc(OC)c1OC
-20,O=C(Nc1nnc(-c2cccs2)o1)c1ccc(S(=O)(=O)N2CCOCC2)cc1
-34,Nc1ccc(Oc2ccc3c(c2)OCO3)cc1
-71,CC(=O)Nc1ccc(OCC(=O)NCc2ccc(C)cc2)cc1
11,COc1cc(CNCCO)cc(Cl)c1OCc1ccc(Cl)cc1Cl
29,COc1cc(NC(c2ccccc2)c2ccccc2)cc(OC)c1OC

Some of the entries so far, field by field.
> Cc1ccccc1NC(=O)COC(=O)CCc1ccccc1
  E-sel TNF inh = -42
> CCN1CCN(C(=S)Nc2cc(S(=O)(=O)N(CC)CC)ccc2C)CC1
  E-sel TNF inh = -12
> CC(C)CC(NC(N)=O)C(=O)Nc1ccc2c(c1)OCO2 (configuration not stated)
  E-sel TNF inh = 2

Next section:
E-sel TNF inh,canonical_smiles
-7,O=c1cc(O)c2ccccc2[nH]1
-13,Cc1cc(Oc2ccc(=O)n(C)n2)nc(=S)[nH]1
-5,COc1cc(/C=C2\N=C(c3c(-c4ccccc4)noc3C)OC2=O)ccc1OC(C)=O
-34,COc1ccc(OC)c(NC(=O)CC2SC(=NCc3ccccc3)NC2=O)c1 (configuration not stated)
12,CN(NS(=O)(=O)c1ccc(Br)cc1)c1nc(C(F)(F)F)nc2ccccc12
-6,COc1cc(SC)ccc1C(=O)OC(C)C(=O)NC1CCCC1 (configuration not stated)
18,CCn1c(O)c(C=C2N=c3ccccc3=N2)sc1=S
-7,O=C(c1nc2ccccn2c1CN1CCCC(c2nc3ccccc3o2)C1)N1CCCC1 (configuration not stated)
12,CCNC(=S)NNc1nc(N2CCOCC2)nc(N2CCOCC2)n1
-16,Cc1sc2nc(COC(=O)c3c(F)cccc3F)[nH]c(=O)c2c1C
-3,O=C1/C(=C/c2ccco2)CCC1C1CCCC1 (configuration not stated)
-5,COc1cc(/C=N/NC(=O)CNC(=O)c2ccco2)ccc1O

(further entries)
E-sel TNF inh,canonical_smiles
-12,O=S(=O)(c1ccccc1)N1CCC(=NO)CC1
29,NC(=S)N/N=C1/CCSc2ccc3ccccc3c21
-30,COc1ccc(CNS(=O)(=O)c2ccc(F)c(C(=O)Nc3ccccc3OC)c2)cc1
15,c1ccc(Nc2ccc(-n3ccnc3)nn2)cc1
-30,Cc1ccc(C(=O)N(CCCN(C)C)c2nc3ccc(Cl)cc3s2)cc1C
-11,C=CCNC(=O)C(=O)NCCCN1CCOCC1
